# CCT chaperon mod: modulators of cytosolic chaperonin (CCT/TRiC) activity; 360,000 compounds, 0.3% hits; AID 651819; purified chaperonin ATPase assay, HTRF ADP detection, 30 min; activity change, % (concentration not given with the values), hits read low; in the data active means activity change below about -30%; further: on the % scale 0 is the no-effect control and ±100 the full control effect
#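 Nucleotide hydrolysis assay: TRiC at 20–40 nM final (set by batch activity) with 10 uM ATP, 30 min at 37 °C, in presence of 76 uM compound. Detection by competitive ADP HTRF, 30 min ambient.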
# A549 viability: kills or reduces viability of A549 cells in Nrf2 counter-screen | A549 ARE-Fluc cells, CellTiter-Fluor viability, 18-24 h | Potency, µM (highest dose often 46 µM), for the others: at the highest dose activity change, negative = cytotoxicity, usual class: inhibitors | 390,000 compounds, 0.16% hits; further: potency means the concentration at half of the fitted maximal effect; on the % scale 0 is the no-effect control and ±100 the full control effect
#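 A549 ARE-Fluc cells in 5% FBS OPTI-MEM, 5000 cells/well, rested 2 h then exposed to compounds in concentration-response for 18-24 h at 37 °C. Viability by CellTiter-Fluor fluorescence (Ex 405/Em 525) after 30 min; luciferase luminescence (BugLite, 15 min, RT) read afterwards.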
# Nrf2 block: Nrf2 pathway inhibition; A549 ARE-Fluc reporter, luciferase luminescence, 18-24 h; Potency, µM (series often up to 46 µM), for the others: at the highest dose activity change, negative = inhibition, most hits filed as inhibitors; 360,000 compounds, 2.1% hits; AID 504444; further: potency means the concentration at half of the fitted maximal effect; on the % scale 0 is the no-effect control and ±100 the full control effect; nearly all actives have a fitted effect of over 60% in size
#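 Quantitative HTS in A549 cells stably bearing an antioxidant response element-firefly luciferase construct. Inhibition of Nrf2-driven transcription was scored by luminescence after 18-24 h of compound exposure at 37 °C.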
# Mm-Cpn inhibitor: blocks the Methanococcus maripaludis chaperonin Mm-Cpn; purified Mm-Cpn ATPase, ADP Transcreener TR-FRET; Potency, µM (highest dose often 76.9 µM), without a hit: at the highest dose activity, negative = inhibition, most hits filed as inhibitors; 330,000 compounds, 0.031% hits; AID 504842; further: potency means the concentration at half of the fitted maximal effect; on the % scale 0 is the no-effect control and ±100 the full control effect; nearly all actives have a fitted effect of over 80% in size
#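 Measured: ADP formation by purified Mm-CPN. Conditions: 25 nM protein, 10 uM ATP, Tris pH 7.4 with Mg2+, K+ and DTT, 37°C for 30 min. Detection: Transcreener HTRF after 30 min at room temperature.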
# EPAC2 antagonist: EPAC2 (human) antagonism | EPAC2 GEF exchange of Rap1B-BODIPY-GDP, fluorescence | Potency, µM (top dose mostly 114 µM), without a hit: at the highest dose activity, negative = inhibition, actives largely listed as inhibitors | Q8WZA2 | 360,000 compounds, 0.18% hits | AID 720708; further: potency means the concentration at half of the fitted maximal effect; on the % scale 0 is the no-effect control and ±100 the full control effect; nearly all actives have a fitted effect of over 45% in size; many of its hits are not listed in these tables
# Target sequence (Q8WZA2 whole entry, looked up): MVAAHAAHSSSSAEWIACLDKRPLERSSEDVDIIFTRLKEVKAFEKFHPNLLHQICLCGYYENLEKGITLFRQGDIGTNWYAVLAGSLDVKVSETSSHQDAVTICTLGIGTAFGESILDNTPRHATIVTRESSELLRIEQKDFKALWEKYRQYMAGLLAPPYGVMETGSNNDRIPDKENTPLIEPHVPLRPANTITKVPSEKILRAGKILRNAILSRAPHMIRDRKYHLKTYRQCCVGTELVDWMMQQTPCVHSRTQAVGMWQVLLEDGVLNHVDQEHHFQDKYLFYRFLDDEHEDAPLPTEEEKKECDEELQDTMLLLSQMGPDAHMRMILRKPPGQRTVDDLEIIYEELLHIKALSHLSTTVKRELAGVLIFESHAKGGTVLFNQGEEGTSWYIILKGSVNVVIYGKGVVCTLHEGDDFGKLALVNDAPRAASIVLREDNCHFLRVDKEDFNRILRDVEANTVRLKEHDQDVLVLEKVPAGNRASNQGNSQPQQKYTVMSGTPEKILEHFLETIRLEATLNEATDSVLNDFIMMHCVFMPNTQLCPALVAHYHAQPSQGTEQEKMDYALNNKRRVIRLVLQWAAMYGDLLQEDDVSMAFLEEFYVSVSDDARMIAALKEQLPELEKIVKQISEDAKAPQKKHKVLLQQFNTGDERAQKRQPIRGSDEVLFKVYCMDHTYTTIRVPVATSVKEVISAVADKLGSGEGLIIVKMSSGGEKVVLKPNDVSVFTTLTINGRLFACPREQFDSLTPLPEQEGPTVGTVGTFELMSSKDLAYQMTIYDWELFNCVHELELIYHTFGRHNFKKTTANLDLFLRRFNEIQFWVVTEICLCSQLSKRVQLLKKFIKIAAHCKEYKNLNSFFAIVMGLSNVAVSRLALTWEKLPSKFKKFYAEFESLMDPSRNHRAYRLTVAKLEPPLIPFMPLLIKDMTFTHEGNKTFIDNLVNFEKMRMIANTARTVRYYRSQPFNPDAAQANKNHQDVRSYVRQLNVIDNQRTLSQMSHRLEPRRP
# pAkt inh: Akt phosphorylation inhibition; Neuro2A IGF-stimulated pAkt S473 HTRF, 20 min; active compounds read low; activity change, % for hits at 50 µM; 360,000 compounds, 0.32% hits; AID 651550; in the data active means activity change below about -80%; inconclusive means mostly about -51% to -80%; further: on the % scale 0 is the no-effect control and ±100 the full control effect
#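 Neuro2A cells in DMEM with 0.5% FBS, overnight at 37 deg C, given compound at single 50 µM final, then IGF (6 nM final) for 20 min at 37 deg C. Lysed; phospho-Akt Ser473 by HTRF after 24 h, 665/615 ratio.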
# TGFb inhibitor: inhibitors of TGF-b signaling; HepG2 CAGA-GFP TGF-b/SMAD3 reporter, GFP fluorescence, 18 h; TGF-beta stimulated, 500 pg/mL final; Potency, µM (doses to about 46.1 µM), for inactives: at the top dose activity, negative = inhibition, hits mostly inhibitors; 410,000 compounds, 1.2% hits; AID 588855; further: potency means the concentration at half of the fitted maximal effect; on the % scale 0 is the no-effect control and ±100 the full control effect; nearly all actives have a fitted effect of over 65% in size
#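 Inhibition of TGF-beta-driven CAGA-GFP reporter expression in HEPG2 cells is measured by cellular GFP fluorescence after 18 h stimulation with 500 pg/mL recombinant TGF-beta in 1% FBS medium at 37 degrees C.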
# Nrf2 activator: activates Nrf2 signaling; AREc32 ARE-luciferase reporter (MCF7-derived line), luminescence, 24 h; Potency, µM (highest dose often 46.1 µM), for the others: at the top dose activation, hits mostly activators; 410,000 compounds, 0.31% hits; AID 624171; further: potency means the concentration at half of the fitted maximal effect; % of control where 0% means no effect; nearly all actives have a fitted effect of over 65% in size
#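 AREc32_Fluc, 1000 cells/well, OPTI-MEM + 5% FBS, o/n 37 deg C 5% CO2; 23 nL cpd by pin tool, 24 hr; Steady-Glo 30 min RT, luminescence.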
# EPAC2 ag: EPAC2 (human) agonism; Q8WZA2; EPAC2 activation, biochemical qHTS; response scale: 100% = 6.5 mM cAMP response; Potency, µM (highest dose often 154 µM), for the others: at the top dose activation, usual class: activators; 360,000 compounds, 0.079% hits; further: potency means the concentration at half of the fitted maximal effect; nearly all actives have a fitted effect of over 50% in size
#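 Exchange assay: 100 nM EPAC2 with 250 nM Rap1B-BODIPY-GDP and 50 uM GDP. Fluorescence (ex 480/em 540 nm) read every 5 min for 30 min at room temperature. Data normalized to 6.5 mM cAMP as agonist control.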
# * marks the source's active call; other numbers are inactive results; i = inactive; ? = inconclusive; nt = not tested or not shown; & = joins results of further samples; [ ] = dose if it differs, or a comment. Unless noted, the call rests on the fitted dose curve; in most records, active means well fitted curve in the direction sought with a large enough effect; inconclusive means small, poorly fitted or top-dose-only effect, or another doubt; inactive means no such curve, though single readings can be large; an effect the other way counts as inactive or inconclusive. This is a subset; the hit share may differ from the screen's.
compound,Mm-Cpn inhibitor,EPAC2 ag,Nrf2 block,TGFb inhibitor,A549 viability,EPAC2 antagonist,pAkt inh,CCT chaperon mod,Nrf2 activator
CC1=C(C(=O)Nc2ccccc2)C(c2ccc(Br)cc2)n2nc(CCCO)nc2N1 (stereo not drawn),nt,nt,16%,-2%,-2%,nt,nt,nt,4.2%
O=C(CC1CCCC1)NNC(=O)c1ccc(F)cc1,-1%,0%,16%,6%,-5%,12%,i,-3.4,0.7%
Cc1sc2nc(COC(=O)c3cccc(OC(F)F)c3)[nH]c(=O)c2c1C,0%,-5%,-13%,13%,2%,-11%,i,-1.6,-0.9%
O=C(O)COc1ccc2c(c1)O/C(=C\c1ccco1)C2=O,-3%,4%,11%,-6%,?,9%,i,-6.4,2.6%
CC1CCCCN1CCCNC(=O)c1c(O)nc2ccccn2c1=O (stereo not drawn),-4%,3%,10%,13%,-3%,2%,i,0.1,-0.6%
Cc1ccc(Cl)cc1NS(=O)(=O)c1cn(C)nc1C,-1%,-2%,4%,1%,0%,-6%,i,-0.8,-1.5%
CCOc1ccc(N2C(=O)CC(/C=C3/N(C)c4ccccc4C3(C)C)C2=O)cc1 (stereo not drawn),nt,-4%,3%,-2%,-6%,-7%,i,0.5,-0.2%
COc1ccc(CCC(=O)NNC(=O)Nc2ccc(C(C)=O)cc2)cc1,-10%,11%,1%,-15%,2%,-3%,i,-1.4,-0.5%
Oc1ccc(CN2CCc3ccccc3C2)c2cccnc12,nt,9%,5.8µM*,?,nt,11%,i,2.7,3.3%
CC(O)(c1cccnc1)c1nc(-c2ccc3ccccc3c2)cs1 (stereo not drawn),nt,12%,nt,-31%,nt,-16%,i,-1.6,5.4%
Nc1ccccc1/C=C/c1ccccc1N,nt,9%,?,22%,-11%,-4%,i,-3.5,11%
CC1(C)CC(=O)c2cc(C(=O)Nc3ccc(Cl)cc3)c(=O)[nH]c2C1,nt,nt,?,17%,1%,nt,nt,nt,5.4%
O=C(NCc1ccccn1)c1cccc([N+](=O)[O-])c1,-3%,6%,6%,-2%,-4%,6%,i,-1.5,-0.5%
Cn1nc(C(=O)NC2CCCCC2)c2ccccc2c1=O,0%,11%,3%,0%,1%,-5%[57.1 µM],i,-1.2,1.8%
COC(=O)c1c(NC(=O)CN2C(=O)C(=O)N(C(C)C)C2=O)sc(C)c1C,-3%,12%,-5%,-4%,-6%,1%,i,0.4,-0.6%
COc1ccc(/C=C/C(=O)N2CCN(c3ccccn3)CC2)c2ccccc12,2%,11%,?,?,-4%,2%,i,-0.8,0.2%
CCOC(=O)N1CCc2c(sc(NC(C)=O)c2C(N)=O)C1,nt,4%,-5%,-28%,7%,1%,i,-0.5,-0.2%
Cc1sc2ncnc(SCC(=O)N3CCCC3)c2c1C,-1%,-6%,?,2%,1%,1%[57.1 µM],i,-3.7,2.2%
Cc1ccc(NC(=O)CSc2ccccc2)cc1S(=O)(=O)N1CCOCC1,2%,-1%,-6%,-1%,0%,-29%,i,1.8,-0.8%
Cc1c(NC(=O)Nc2ccc(C(C)C)cc2)c(=O)n(-c2ccccc2)n1C,-7%,-2%,5%,-1%,-2%,2%,i,-0.6,-0.6%
CCc1cc2cc(C)cc(C)c2nc1SCC(=O)Nc1cc(C)on1,1%,1%,-6%,1%,3%,19%,i,0.3,-1.0%
C=CCn1c(SCC(=O)OCC)nc(C(F)(F)F)cc1=O,1%,0%,-2%,-17%,?,-8%,i,2.1,0.7%
O=C(COC(=O)CNC(=O)c1ccccc1)Nc1ccccc1Cl,3%,14%,3%&1%,-4%,-3%&2%,-4%,i,0.1,-0.7%
Cn1cc(-c2nnnn2-c2ccccc2)c(=O)c2ccccc21,2%,-3%,8%,19%,0%,6%,i,-1.2,2.9%
CC(=O)OC1[C@H](Oc2c(O)c(C)c3c4c2[C@@H](C)CC[C@@H]4[C@@H](C)C[C@@H]3C=C(C)C)OC[C@@H](O)[C@@H]1O (stereo partly drawn),-3%,-12%,9%,11µM*,-4%,-26%,i,-0.5,0.5%
C=CCn1c(CNC(=O)c2ccco2)nnc1SCC(=O)c1ccccc1,2%,-5%,15%,?,9%,18%,i,1.8,-0.4%
Cc1ccc(-c2nc(=S)c3c(n2Cc2cccnc2)CC(C)(C)OC3)cc1,-2%,9%,3%,4%,-6%,3%,i,-3.1,-0.3%
Cc1ccccc1NC(=O)Cn1nc(C(=O)O)c2ccccc2c1=O,-3%,8%,4%,-17%,1%,6%,i,-1.1,8.0%
O=C(Nc1ccc2[nH]c3c(c2c1)CCCC3)c1ccco1,-3%,6%,?,10%,-7%,-11%,i,-2.3,13µM*
OC(CC#CCN1CCCCC1)(c1ccccc1)c1ccccc1,-1%,1%,-2%,-6%,-1%,25%,i,-0.6,0.4%
CC(C(=O)NCCN1C(=O)S/C(=C\c2cccnc2)C1=O)N1C(=O)c2ccccc2C1=O (stereo not drawn),0%,2%,-12%,-1%,3%,0%,i,-2.4,1.5%
CSc1ccccc1C(=O)C1CCCN(Cc2c(C)n(C)n(-c3ccccc3)c2=O)C1 (stereo not drawn),1%,8%,4%,-7%,0%,4%,i,-4.3,4.5%
CCN(Cc1ccccc1)c1nc2c(S(=O)(=O)c3ccccc3)nnn2c2ccc(Cl)cc12,nt,nt,-9%,-2%,0%,nt,nt,nt,-0.1%
COc1ccc(C(C(=O)NC(C)(C)C)N(Cc2ccco2)C(=O)CCC(=O)Nc2cc(C)on2)cc1 (stereo not drawn),-4%,-2%,-18%,3%,-14%,-4%,i,-1.4,-0.4%
CCOC(=O)c1c(NC(=S)Nc2ccccc2)sc(C)c1C,-5%,1%,6%,-5%,-2%,12%,i,0.9,2.8%
Cc1ccc(-c2csc(NC(=O)CSc3nc(C)cs3)n2)cc1,-1%,19%,?,-9%,0%,0%,i,0.6,3.5%
CC[C@H](C)NC(=O)c1ccc(Cn2c(=S)[nH]c3c([nH]c4ccc(OC)cc43)c2=O)cc1,-6%,-9%,14%,0%,-2%,11%,i,-0.4,-0.7%
O=C(CCCSc1nc2ccccc2s1)NCc1ccco1,1%,6%,5%,-6%,-9%,-3%,i,-0.2,24%
COc1cccc(OCC(=O)N2CCC3(CC2)CC(=O)c2ccccc2O3)c1,3%,4%,15%,0%,3%,0%,i,-1.7,-0.8%
O=C(CCn1c(=O)[nH]c2ccsc2c1=O)N1CCN(Cc2ccc3c(c2)OCO3)CC1,-3%,2%,-13%,2%,2%,16%,i,-0.1,0.0%
Cc1ccc(C(=O)C(C)OC(=O)C2=COCCO2)cc1C (stereo not drawn),0%,4%,-9%,-3%,-2%,-9%,i,1.7,1.9%
CC1(C(=O)Nc2ccc3c(c2)OCCO3)CCN1C(=O)C1(c2ccc(Cl)cc2)CCC1 (stereo not drawn),nt,16%,nt,-2%,nt,-6%,i,-1.6,0.4%[9.22 µM]
COc1ccc(C(=O)COC(=O)c2ccccc2O)c(OC)c1,-26%,9%,5%,21%,1%,-16%,i,-0.8,5.3%
Cc1scc(C(=O)Nn2cnnc2)c1-c1ccccc1,0%,4%,7%,5%,0%,11%,i,0.9,0.1%
COc1cc(C2C(C(=O)c3ccc(C)o3)=C(O)C(=O)N2c2cc(C)on2)cc(Br)c1O (stereo not drawn),-2%,-23%,-13%,11%,-11%,-2%,i,-4.8,1.0%
Cc1ccc(-n2ncc(C(=O)NCc3ccccn3)c2C2CCN(C(=O)OC(C)(C)C)CC2)cc1C,nt,nt,?,-13%,6%,nt,nt,nt,4.1%
COc1ccccc1NC(=O)Cn1nnc(C(=O)NCc2ccc3c(c2)OCO3)c1N,0%,-3%,?,-4%&-3%,-6%&18%,-10%,i,0.1,2.0%&-0.4%
CC1CCCN(C2=C(NS(=O)(=O)c3ccc(Cl)cc3)C(=O)c3ccccc3C2=O)C1 (stereo not drawn),1%,2%,?,?,?,?,i,-0.7,5.4%
CC1CCN(C(c2cc3cc4c(cc3[nH]c2=O)OCO4)c2nnnn2CC2CCCO2)CC1 (stereo not drawn),0%,-5%,nt,25%,3%,18%,i,2.5,0.3%
O=C(COc1ccc(Cl)cc1)Nc1ccc2c(c1)C(=O)NC2=O,-3%,1%,-25%,-13%,-1%,16%,i,-1.2,0.2%

# 4 entries picked at random from those above:
compound,Mm-Cpn inhibitor,EPAC2 ag,Nrf2 block,TGFb inhibitor,A549 viability,EPAC2 antagonist,pAkt inh,CCT chaperon mod,Nrf2 activator
Cc1ccc(-n2ncc(C(=O)NCc3ccccn3)c2C2CCN(C(=O)OC(C)(C)C)CC2)cc1C,nt,nt,?,-13%,6%,nt,nt,nt,4.1%
CC1CCN(C(c2cc3cc4c(cc3[nH]c2=O)OCO4)c2nnnn2CC2CCCO2)CC1 (stereo not drawn),0%,-5%,nt,25%,3%,18%,i,2.5,0.3%
Cc1scc(C(=O)Nn2cnnc2)c1-c1ccccc1,0%,4%,7%,5%,0%,11%,i,0.9,0.1%
CC1CCCN(C2=C(NS(=O)(=O)c3ccc(Cl)cc3)C(=O)c3ccccc3C2=O)C1 (stereo not drawn),1%,2%,?,?,?,?,i,-0.7,5.4%

# High-throughput results as filed in PubChem BioAssay.
